OX1R antag: antagonists of human orexin 1 receptor. inhibition, % at 5 µM. AID 434989. CHO/OX1R cells, Fluo-8 calcium fluorescence, orexin A. actives 0.43% (n = 330,000). O43613;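 active means inhibition above its plate's threshold, mean inhibition of all tested compounds on the plate plus 3 SD, cut at about 37% in these data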;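 further: 0% = orexin A challenge wells and 100% = SB-334867-A antagonist wells; not every result past the cut was called active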
Target sequence (O43613 whole entry, looked up): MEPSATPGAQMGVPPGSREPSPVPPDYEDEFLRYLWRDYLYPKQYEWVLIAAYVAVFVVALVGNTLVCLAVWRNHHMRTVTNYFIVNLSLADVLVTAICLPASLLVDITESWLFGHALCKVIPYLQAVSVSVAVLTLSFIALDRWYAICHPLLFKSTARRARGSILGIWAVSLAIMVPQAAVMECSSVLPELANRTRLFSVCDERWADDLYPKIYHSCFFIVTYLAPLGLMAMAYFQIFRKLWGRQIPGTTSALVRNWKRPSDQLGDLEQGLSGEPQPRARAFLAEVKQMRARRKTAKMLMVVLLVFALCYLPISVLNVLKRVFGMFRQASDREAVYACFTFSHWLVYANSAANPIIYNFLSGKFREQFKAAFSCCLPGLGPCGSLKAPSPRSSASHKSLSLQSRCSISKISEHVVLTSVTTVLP
CHT allo act: allosterically activates the human high affinity choline transporter. actives 0.49% (n = 310,000). Q9GZV3. CHT-expressing cells, membrane potential dye, choline EC20; active compounds read high; LV-AA mutant CHT in HEK293 cells. B-score at 10 µM;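 active means initial fluorescence not abnormally high and integrated response B-score, plate-corrected, over 3 SD above library mean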
Target sequence (Q9GZV3 whole entry, looked up): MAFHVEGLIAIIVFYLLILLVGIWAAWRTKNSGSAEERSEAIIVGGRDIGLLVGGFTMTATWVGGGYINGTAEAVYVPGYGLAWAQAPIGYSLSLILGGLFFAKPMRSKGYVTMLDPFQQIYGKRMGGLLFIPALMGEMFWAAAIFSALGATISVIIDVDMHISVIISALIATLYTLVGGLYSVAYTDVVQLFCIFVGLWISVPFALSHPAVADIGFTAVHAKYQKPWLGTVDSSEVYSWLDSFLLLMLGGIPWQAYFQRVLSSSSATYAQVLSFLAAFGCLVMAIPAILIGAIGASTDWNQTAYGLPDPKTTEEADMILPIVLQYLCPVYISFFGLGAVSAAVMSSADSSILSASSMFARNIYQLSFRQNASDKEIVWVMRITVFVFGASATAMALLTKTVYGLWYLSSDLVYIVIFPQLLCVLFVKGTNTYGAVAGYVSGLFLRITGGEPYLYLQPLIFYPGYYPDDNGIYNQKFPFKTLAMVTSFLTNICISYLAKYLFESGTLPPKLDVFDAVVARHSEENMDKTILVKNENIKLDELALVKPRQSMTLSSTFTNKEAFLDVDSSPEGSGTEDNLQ
Numbers without * were called inactive; i = inactive; nt = no result given.

SMILES | OX1R antag | CHT allo act
O=C(CCN1C(=O)C2C3CCC(C3)C2C1=O)Nc1ccccc1C(F)(F)F (stereo unspecified) | -2 | i
O=C(Nc1cccc(S(=O)(=O)N2CCCCC2)c1)c1ccc(N2CCCC2=O)cc1 | -21 | nt
CNC(=S)Nc1cccc(-c2cnc3ccccc3n2)c1 | -26 | i
O=C(COc1ccc([N+](=O)[O-])cc1)NNC(=O)Nc1ccccc1F | -1 | i
O=C(NC1CC1)c1sc2ccccc2c1Cl | -17 | i
CC(=O)Nc1ccc(NC(=O)c2oc3cc(C)c(C)cc3c2C)cc1 | -17 | i
Cc1cccc(S(=O)(=O)NNC(=O)c2cc(-c3ccc(F)cc3)nc3ccccc23)c1 | -34 | i
COc1ccc(N2CCN(c3nc(Cl)nc(N4CCOCC4)n3)CC2)cc1 | -23 | i
CCOC(=O)C1(Cc2cccc(OC)c2)CCN(Cc2ccc3c(c2)OCCO3)CC1 | -20 | i
Cc1ccc(C)c2nc(Cl)c(C3NC(=O)c4ccccc4N3)cc12 (stereo unspecified) | -28 | i
Cc1cc(C)nc(Nc2n[nH]c(-c3ccccc3Cl)n2)n1 | -7 | i
COc1ccc(CCC(=O)NCCNC(=O)CCc2ccc(OC)cc2)cc1 | -24 | i

(further entries)
SMILES | OX1R antag | CHT allo act
CC1(C)Cc2c(ccc3ccccc23)C(c2cc3ccccc3oc2=O)=N1 | -20 | i
COC(=O)c1scc(C)c1NC(=O)/C=C/C(=O)O | 3 | i
CC12CCC(C/C1=N\OC(=O)c1ccc(F)cc1)C2(C)C (stereo unspecified) | -28 | i
CC1CCCCN1C(=O)Cn1c(=O)oc2cc(S(=O)(=O)N3CCCC3)ccc21 (stereo unspecified) | -7 | i
COc1ccc(COC(=O)c2ccc(Br)c(S(=O)(=O)N3CCOCC3)c2)cc1F | -7 | i
O=C(O)C(Cc1ccccc1)n1c(=S)[nH]c2ccccc2c1=O (stereo unspecified) | 10 | i
CCOC(=O)c1c(S(=O)(=O)N2CCCCC2C)c(C)n(C)c1C (stereo unspecified) | 4 | i
COc1cccc(N(C(=O)CNC(=O)c2ccco2)C(C(=O)NC2CCCC2)c2cccnc2)c1 (stereo unspecified) | -2 | i
O=[N+]([O-])c1cccc(C(=Nc2cccc(Cl)c2)NO)c1 | -9 | i
CC(OC(=O)c1ccc(O)cc1)C(=O)Nc1cc(C(F)(F)F)ccc1Cl (stereo unspecified) | -10 | i
O=S(=O)(NCc1ccc2c(c1)OCO2)c1cccc2cccnc12 | -10 | i
CCC(=O)Nc1nc2ccc(NC(=O)COc3ccccc3)cc2s1 | -11 | i

Next section.
SMILES | OX1R antag | CHT allo act
Cc1ccc(S(=O)(=O)CCC(=O)Nc2nnc(CC(C)C)s2)cc1 | -36 | i
Cc1ccc(SC(C)C(=O)Nc2cccc(N(C)S(C)(=O)=O)c2)cc1 (stereo unspecified) | -4 | i
O=C(Nc1ccccc1)OCc1cc(-c2ccc(Cl)cc2)on1 | -18 | i
CCCCc1ccc(S(=O)(=O)NCCc2ccncc2)cc1 | 26 | i
COc1ccc(NC(=O)/C(C#N)=C\c2ccc(-c3cc(C(=O)O)ccc3C)o2)cc1 | -13 | i
Clc1ccc(-n2nnnc2CN2CCOCC2)cc1 | 4 | i
O=C(c1cccc(NS(=O)(=O)c2ccccc2)c1)N1CCCCC1 | -26 | i
CCn1c(-c2ccc(C)cc2)n[nH]c1=S | -12 | i
COC(=O)c1ccc(NC(=O)c2c(Br)cnn2C)cc1 | -20 | i
CC(NC(=O)c1ccccc1NC(=O)CN1CCN(c2ccccc2O)CC1)c1ccccc1 (stereo unspecified) | 4 | nt
Cc1ccc(Nc2cc(C)nc3c(C)ccc([N+](=O)[O-])c23)cc1 | -45 | i
CC1Cc2ccccc2N1S(=O)(=O)c1cccc(C(=O)N2CC(=O)Nc3ccccc32)c1 (stereo unspecified) | -21 | i

Shown with two lines to a compound: part of the list above.
Values in the order – OX1R antag | CHT allo act
- CCCCc1ccc(S(=O)(=O)NCCc2ccncc2)cc1
    26 | i
- COc1ccc(NC(=O)/C(C#N)=C\c2ccc(-c3cc(C(=O)O)ccc3C)o2)cc1
    -13 | i

More structures.
SMILES | OX1R antag | CHT allo act
Cc1cccc2c1cnn2C(=O)Nc1ccc(Br)cc1F | -1 | i
CCN(CCn1cccn1)Cc1nc(-c2ccc(OC)cc2)no1 | -24 | i
COc1cccc(/C=N/NC(=O)c2ccncc2)c1OC(=O)c1ccc(Br)cc1 | -8 | i
CCc1noc(C)c1C(=O)Nc1nnc(C(CC)CC)s1 | -22 | nt
CCO/C=C1\N=C(c2ccc(F)cc2)OC1=O | -11 | i
COc1ccc(NC(=O)CN(C)C(=O)CSc2nc3ccccc3s2)cc1 | -21 | i
CC(C)(C)NC(=O)NC(=O)COC(=O)CNC(=O)c1cc(Cl)cc([N+](=O)[O-])c1 | -8 | i
COc1ccc([N+](=O)[O-])cc1NC(=O)CCN1CCN(c2ccccc2)CC1 | -32 | i
O=C(CNC(=O)c1ccc(C(F)(F)F)cc1)NC1CC1 | -17 | nt
CC(=O)Nc1ccc2oc(C)nc2c1 | -2 | i
CCOc1cc(NC(=O)c2cccs2)c(OCC)cc1NC(=O)c1ccccn1 | -15 | i
CCCCCCC(=O)Nc1nnc(CC)s1 | -13 | i

Further structures:
SMILES | OX1R antag | CHT allo act
Cc1onc(-c2ccccc2)c1C(=O)OCC(=O)Nc1ccc(Cl)cc1 | 1 | nt
CC(C)(C)c1ccc(OCC(=O)NNC(=S)NC(=O)c2ccccc2[N+](=O)[O-])c(Br)c1 | 1 | i
Cc1nnc(NC(=O)CCSCCC(=O)Nc2nnc(C)s2)s1 | 7 | i
O=C(CCCc1nc(-c2ccccc2)no1)NC1CCCC1 | -20 | i
COc1ccc(C(=O)NCC2(N3CCCCC3)CCCCC2)cc1S(=O)(=O)N(C)C | -8 | i
CCN1CCN(CCNC(=O)c2ccc(CS(=O)c3ccc(Cl)cc3)o2)CC1 (stereo unspecified) | -18 | i
CC(C)(C)c1ccc(C(=O)N2CCC(NC(=O)c3ccccc3)CC2)cc1 | -24 | i
Cc1nnc(SCc2ccccc2CSc2nnc(C)s2)s1 | -19 | i
Cc1ccc(Oc2ccccc2NC(=O)C2=COCCO2)cc1 | -27 | i
C=CC[C@@H](CC(=O)N[C@@H](CO)Cc1ccccc1)C(=O)N[C@@H](COC(=O)[C@@H](CC=C)Cc1ccc(F)cc1)Cc1ccccc1 | -13 | nt
O=C(c1ccccc1)N1CCc2ccccc21 | -18 | i
COc1ccccc1CNC(=S)Nc1cc(C)ccc1C | -15 | i

The list goes on.
SMILES | OX1R antag | CHT allo act
CN1CCCN(Cc2ccc(Cl)cc2Cl)CC1 | -8 | i
CCOc1ccc(N2C(=O)C(c3ccccc3)=C(c3nc4ccccc4s3)C2NC(C)=O)cc1 (stereo unspecified) | -15 | i
CC1Cc2ccccc2N1C(=O)CSc1nnc2n1C(C)(C)Cc1ccccc1-2 (stereo unspecified) | -28 | i
CC(=O)Nc1cc(C(=O)NCc2ccco2)ccc1Sc1ccc(Cl)cc1 | -12 | i
O=C(O)c1ccc(-n2cncn2)c([N+](=O)[O-])c1 | -7 | i
Cn1c(CC(=O)Nc2ccc(Cl)c(Cl)c2)n[nH]c1=S | 6 | i
Cc1ccc(S(=O)(=O)Nc2ccc(N3CCN(C)CC3)nc2)cc1 | -15 | i
CCCCNC(=O)c1onc(CSc2ccccc2)c1C(=O)O | -2 | i
Cc1ccn2c(NC3CCCCC3)c(C(C)C)nc2c1 | -37 | i
O=C(CN(C(=O)CNC(=O)c1cccs1)c1ccc(F)cc1)NC1CCCCC1 | -16 | i
O=C(COC(=O)c1cc(=O)[nH]c(=O)[nH]1)NCc1ccccc1 | -4 | i
O=c1nccc(Nc2ccccc2)[nH]1 | -5 | i

(listing goes on)
SMILES | OX1R antag | CHT allo act
NNC(=O)c1cc2cc(OC(F)(F)F)ccc2[nH]1 | -39 | i
CCc1ccc(-n2c(SCc3cc(=O)n4cc(Br)ccc4n3)nc3[nH]ncc3c2=O)cc1 | -33 | i
CNC(=S)N(CCc1c(C)[nH]c2ccc(Cl)cc12)Cc1cc(OC)c(OC)c(OC)c1 | 0 | i
CC12CCC(c3c(C(=O)N4CCOCC4)nn(-c4ccccc4)c31)C2(C)C (stereo unspecified) | -21 | i
O=C(Cc1ccccc1)N1CCC(c2ccccc2)C1 (stereo unspecified) | -28 | i
O=C(NCCn1cccn1)C1CCC(=O)N(CCc2ccc(Cl)cc2)C1 (stereo unspecified) | -1 | i
Cc1ccc2cc3c(NC(=O)c4cccnc4)nn(C)c3nc2c1 | -16 | i
COc1ccccc1NC(=O)C1CCN(S(=O)(=O)c2ccc3c(c2)CC(C)N3C(C)=O)CC1 (stereo unspecified) | -13 | i
O=C(COc1cccc(C(F)(F)F)c1)N1CCN(c2ccc(O)cc2)CC1 | 11 | i
COc1ccc(CNC(=O)COc2ccc(S(=O)(=O)N3CCCCC3)cc2Cl)cc1 | -12 | i
CCOC(=O)c1c[nH]c(=S)n(-c2ccccc2)c1=O | -6 | i
CN(CC(=O)Nc1ccccc1Cl)C(=O)c1ccc(-c2cccc(C(F)(F)F)c2)o1 | -37 | i

Going on with the list.
SMILES | OX1R antag | CHT allo act
Cn1c(-c2cccc([N+](=O)[O-])c2)cnc1NCc1cccc(F)c1 | -11 | i
C/C(=N\Nc1ncnc2sc(C)c(C)c12)c1ccccn1 | 90* | i
Cc1ccc(CN(C#N)c2nc(C)cc(C)n2)cc1 | 4 | i
O=C(Cn1cnc2c(NCc3ccccc3)ncnc21)NCCN1CCOCC1 | 7 | nt
CCOC(=O)c1ccc(NC(=O)C2CC(O)CN2S(=O)(=O)c2ccc(C)cc2)cc1 (stereo unspecified) | -13 | nt
CCSc1nnc(NC(=O)CSc2nc(CC)nc3c2c(=O)n(C)c(=O)n3C)s1 | -16 | i
Cc1cc(-c2csc(NC(=O)c3cccc(S(=O)(=O)N(C)C)c3)n2)c(C)n1-c1ccccc1 | 2 | i
Nc1cc(OC(=O)c2cccs2)nn1S(=O)(=O)c1ccccc1 | -4 | i
CC(C)(C)N=C1SCC(C)(/C=N/O)S1 (stereo unspecified) | -15 | i
CCOc1ccccc1-c1nc2c([nH]1)c(=O)n(C)c(=O)n2C | -11 | i
Cc1ccc(OCC(=O)Nc2ccc(S(=O)(=O)N3CCOCC3)cc2)c([N+](=O)[O-])n1 | -7 | i
Cc1ccc(Nc2nc3ccccc3n3cnnc23)c(Cl)c1 | -30 | i

More results follow:
SMILES | OX1R antag | CHT allo act
CCn1nc(NC(=O)Cc2ccc(OC)cc2)c2cc3cc(C)ccc3nc21 | -24 | i
CC(C)OCCCNC(=S)NNC(=O)C(c1ccccc1)c1ccccc1 | -21 | i
COC(=O)c1[nH]c2ccc(C)cc2c1NC(=O)CN1CCc2cc(OC)c(OC)cc2C1 | -19 | i
Cc1ccccc1-n1ccnc1SCC(=O)NCC1CCCO1 (stereo unspecified) | 0 | i
CC1=NN(c2nc(-c3ccccc3)cs2)C(=O)C1N=Nc1ccccc1 (stereo unspecified) | -9 | i
Cc1ccc(-c2noc(CCC(=O)NCCN3CCN(Cc4ccccc4)CC3)n2)cc1 | -11 | i
COCCn1ccc2c(OCC(=O)Nc3cccc(NC(C)=O)c3)cccc2c1=O | -13 | i
O=C(NCCN1CCOCC1)c1ccc(CS(=O)(=O)Cc2ccccc2F)o1 | -16 | i
CCn1nc(C(=O)Nc2ccc(S(=O)(=O)Nc3ncccn3)cc2)c2ccccc2c1=O | -8 | i
O=C(CSC1=NS(=O)(=O)c2cc(Cl)ccc2N1)NCc1ccc(F)cc1 | -4 | i
CCN(CC)CCCNC(=O)CNC(=S)N(CCCN1CCOCC1)Cc1cccs1 | -5 | i
CCOC(=O)Cn1nnnc1CN(Cc1ccccc1)Cc1cc2cc(CC)ccc2[nH]c1=O | -23 | i

Structures from the list above that have a furan ring, fused or not, in the order listed:
SMILES | OX1R antag | CHT allo act
CC(=O)Nc1ccc(NC(=O)c2oc3cc(C)c(C)cc3c2C)cc1 | -17 | i
COc1cccc(N(C(=O)CNC(=O)c2ccco2)C(C(=O)NC2CCCC2)c2cccnc2)c1 (stereo unspecified) | -2 | i
COc1ccc(NC(=O)/C(C#N)=C\c2ccc(-c3cc(C(=O)O)ccc3C)o2)cc1 | -13 | i
CCN1CCN(CCNC(=O)c2ccc(CS(=O)c3ccc(Cl)cc3)o2)CC1 (stereo unspecified) | -18 | i
CC(=O)Nc1cc(C(=O)NCc2ccco2)ccc1Sc1ccc(Cl)cc1 | -12 | i
CN(CC(=O)Nc1ccccc1Cl)C(=O)c1ccc(-c2cccc(C(F)(F)F)c2)o1 | -37 | i
O=C(NCCN1CCOCC1)c1ccc(CS(=O)(=O)Cc2ccccc2F)o1 | -16 | i

Remaining list, next part:
SMILES | OX1R antag | CHT allo act
CC(/C=N/NC(=O)c1sc(N)nc1C)=C\c1ccccc1 | -7 | i
c1ccc(-c2ncc3c(ccc4ccccc43)n2)cc1 | -15 | i
COC(=O)c1cccc(S(=O)(=O)N2CCC(NC(=O)NC34CC5CC(CC(C5)C3)C4)CC2)c1 | -3 | i
COC(=O)c1ccc(CSc2nc3c(cnn3-c3ccc(C)c(C)c3)c(=O)[nH]2)o1 | -1 | i
O=C(CNS(=O)(=O)c1ccc(Cl)cc1)NC1CCCCC1 | -23 | nt
Cc1ccc(NC(=O)c2cc(-c3cc(C)c(C)cc3O)n[nH]2)cc1C | -24 | i
COCCCNC(=O)/C=C/c1c(Cl)cccc1Cl | -14 | i
CC(C)c1[nH]nc2c1C(C(C)C)C(C#N)=C(N)O2 (stereo unspecified) | 0 | i
Cc1csc(N(C(=O)c2cccc(S(=O)(=O)N(C)C)c2)c2ccccc2)n1 | -12 | i
O=C(CSc1nnc(-c2cccnc2)o1)Nc1cccc(Cl)c1 | -11 | i
COc1ccc(S(=O)(=O)N/N=C/c2ccc(OCCN3CCOCC3)c(OC)c2)cc1 | -27 | i
COc1cccc(NC(=O)CN(C)S(=O)(=O)c2ccc(C)cc2)c1 | -19 | i
